FN deposit inh: fibronectin deposition inhibition; AH1F fibroblasts, Alexa488-fibronectin deposition fluorescence, overnight; inhibition, % at 12.6 µM; 350,000 tested, 0.086% active;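 active means mean inhibition across replicates of 30% or more, regardless of how many single replicates reach that level; inconclusive means mean under 30% yet at least half of replicates reach 30%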;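 further: positive control wells lacked labelled fibronectin entirely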
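Schedule: 1 h cell adhesion before compound, then overnight fibronectin incubation; test system: AH1F fibroblast monolayer depositing Alexa488-labelled fibronectin into matrix; quantity: 10000 AH1F cells per well; probe or stimulus: fluorescent fibronectin at 24 nM final; signal: fluorescence, ex 485 nm, em 525 nm; evaluation: percent inhibition as loss of matrix-bound fibronectin fluorescence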
miR122 inh: inhibitors of miR-122 in Huh7 cells; Huh7 miR-122 Renilla luciferase sensor, 48 h; neutral wells = 0, positive control = 100; activation (reporter increase), % at 12.5 µM; 340,000 tested, 0.3% active; AID 602342;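 active means mean replicate activation score at least 90 and every replicate individually at or above 90; inconclusive means only one of the two criteria met; inactive means neither criterion met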;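 further: higher luciferase means less miR-122 activity so hits act as miR-122 inhibitors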
F508del corr: CFTR F508del correction in bronchial cells. activity (quench increase), % at 7.58 µM. AID 720511. 350,000 tested, 0.36% active. CFBE cells, YFP halide quenching; stimulated with forskolin plus potentiator P3; % fluorescence drop versus neutral controls;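 active means mean added fluorescence quench of at least 8% versus neutral control, with both replicates also reaching 8%; inconclusive means only one of the mean or replicate conditions met; inactive means mean below 8% and not both replicates reaching 8%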;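 further: cells transiently co-express mutant CFTR-F508del with the halide-sensitive YFP; corrector assay measuring rescue of mutant channel to the surface after 24 h compound exposure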
INS-1E GSIS act: primary screen for activators of insulin secretion dependent on glucose, INS-1E cells, GLuc reporter luminescence; INS-1E GLuc reporter insulin secretion, 2-3 h; activation, % at 16.6 µM; 370,000 tested, 0.61% active;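 active means lowest replicate activation of at least 40%, so every replicate reaches that level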;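 further: 0% = median of neutral control wells and 100% = median of IBMX positive control wells; some compounds called inactive have numbers as strong as hits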
EWS-Fli block: EWS/Fli transcriptional activity inhibition; A673 NR0B1-luciferase reporter, viability-normalised; inhibition, % at 12.6 µM; 350,000 tested, 0.67% active;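 active means mean inhibition of at least 50% after viability correction, with every replicate also passing that limit; inconclusive means mean reaches 50% but only one of two replicates passes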;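 further: firefly luciferase signal divided by Alamar Blue viability fluorescence both relative to DMSO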
PAX8 inh HTS: inhibitors of PAX8 transcriptional activity in RMG-I cells; RMG-I TPO-luciferase reporter, SteadyGlo, 24 h; inhibition, % at 12.6 µM; 360,000 tested, 1.2% active; AID 652154;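 active means mean replicate inhibition at least 60% with every replicate also reaching 60%; inconclusive means only one of the two criteria is met; inactive means mean below 60% and not all replicates reaching 60%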;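 further: luciferase light reporting Pax8 driven TPO promoter activity; plate controls were median of neutral control wells for no effect and mitoxantrone controls for full effect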
DENV2 CPE rescue: inhibitors of DENV2 cytopathic effect; 350,000 tested, 1.7% active; AID 651640; DENV2-infected cells, cytopathic effect rescue, plate reader; CPE inhibition, % at 9.99 µM; in the data active means CPE inhibition above about 20%, passing the limit was not always enough; inconclusive means no clear call, values can overlap the other calls; tested in BHK-21 cells;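 further: 0% = median of neutral control wells and 100% = median of positive control wells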
* = called active by the depositor; ? = inconclusive; / = not tested or not shown; & = joins results of further samples; [ ] = dose if it differs, or a comment.

Each structure is followed by: FN deposit inh	miR122 inh	F508del corr	INS-1E GSIS act	EWS-Fli block	PAX8 inh HTS	DENV2 CPE rescue
COc1cc(-c2nnc3sc(Cc4ccc(Cl)cc4)nn23)cc(OC)c1OC
→ -1	32	-6.0	17	17	17	0
COc1ccc(-c2noc(CSc3nc4ccccc4c(=O)n3-c3ccc(C)cc3)n2)cc1
→ 6	-10	-1.7	3	11	8	6
Cc1cc([N+](=O)[O-])ccc1NCc1ccco1
→ 0	/	1.0	24	-9	-9	0
CCc1nnc(NC(=O)CSc2nnc(C3CCCCC3)n2-c2cccc(Cl)c2)s1
→ 4	-2	/	-24	/	22	/
CC(C)NC(=O)N(C)C[C@@H]1OCc2ccccc2-c2ccccc2C(=O)N([C@H](C)CO)C[C@H]1C
→ -10	/	-1.4	-3	-13	/	-6
COc1ccc(NC(=O)Nc2ccc3c(c2)C(=O)N([C@H](C)CO)C[C@H](C)[C@@H](CN(C)Cc2ccc(C(F)(F)F)cc2)O3)cc1
→ /	-2[16.7 µM]	2.5	3	0	15	20*
CCc1ccc(-c2ccc(C(=O)O)cc2)nc1
→ 0	0	/	/	/	-153	/
CS/C(N)=N/S(=O)(=O)c1ccc(NC(C)=O)cc1
→ 3	/	0.8	3	-14	4	1
COc1cccc(C(=O)Nc2ccc3c(c2)C(=O)N(C)[C@H]2CC[C@H](CC(=O)NCc4ccccc4F)O[C@@H]2CO3)c1
→ -7	12[16.7 µM]	-1.6	-12	2	-1	-8
CNc1nc(Nc2ccccc2)nc(OCC(F)(F)F)n1
→ -6	/	4.5	76*	-5	-21	-4
Cc1cc(NC(=O)COC(=O)C2CC(=O)N(c3cccc(C)c3C)C2)no1 (configuration not stated)
→ 0	/	-0.5	19	-1	10	-10
O=C(Nc1nc(-c2cccs2)cs1)c1ccc([N+](=O)[O-])o1
→ -4	2	-15	/	-4	67*	-9
O=C(C[C@@H]1CC[C@@H]2[C@H](COC[C@H](O)CN2S(=O)(=O)c2ccc(F)cc2)O1)NCC1CCCCC1
→ -13	1[16.7 µM]	-0.7	-5	5	11	-1
OC(c1ccccc1)(c1nc(-c2ccc3ccccc3c2)cs1)C(F)(F)F (configuration not stated)
→ 1	13	0.2	-8	-7	-19	-9
O=C(CN1C(=O)c2ccccc2S1(=O)=O)Nc1ccccn1
→ 2	-2	2.0	1	2	/	0
C[C@H](C(=O)N(C)C[C@@H]1OCc2ccccc2-c2c(n(C)c3ccccc23)C(=O)N([C@H](C)CO)C[C@H]1C)c1ccccc1
→ -15	/	-3.2	-29	7	-7	18
CN(CC(=O)Nc1ccc(F)c(F)c1)S(=O)(=O)c1cccc2nsnc12
→ 1	-3	/	/	/	18	/
N#C/C(=C/c1cn(-c2ccccc2)nc1-c1cccc(OCc2ccc(F)cc2)c1)C(=O)NCCCn1ccnc1
→ 18	-2	/	-5	/	-1	/
CO[C@@H]1CN(C)C(=O)c2cc(NC(=O)c3ccccc3)ccc2OC[C@@H](C)N(C(C)=O)C[C@H]1C
→ -20	-21[16.7 µM]	0.9	2	-1	/	-2
CCCC#Cc1ccc([C@H]2[C@@H](C#N)N(C(=O)CN3CCOCC3)[C@H]2CO)cc1
→ 10	/	0.6	-29	-11	-4	-5
CC(=O)N1CCN(CC(O)COc2ccc(Br)cc2)CC1 (configuration not stated)
→ 2	4	3.6	-2	-38	15	12
O=C(NCC1CCCN1S(=O)(=O)c1cccs1)c1ccc(Cl)cc1 (configuration not stated)
→ -4	/	-3.0	4	5	1	-2
NC(=O)c1ccsc1NC(=O)c1nc(-c2ccccc2)n(-c2ccccc2)n1
→ -2	-2	/	/	/	32	/
O=C(NC1CCCCC1)C(c1ccnc2ccccc12)n1c(=O)c(-c2cc3ccccc3[nH]2)nc2ccccc21 (configuration not stated)
→ 7	/	3.8	0	-2	55	-4
CCn1c(SCC(=O)NCC2CCCO2)nc2cc(S(=O)(=O)N3CCCCC3)ccc21 (configuration not stated)
→ -16	-12	/	/	/	1	/
C/C(=N\NC(=O)Cc1ccc(Cl)cc1)c1ccc(F)cc1
→ -1	-8	2.2	-2	8	12	6
O=C(c1cccnc1)N1C[C@H]2[C@@H](c3ccccc31)[C@@H](CO)N2C(=O)Nc1cccc(F)c1
→ /	10[16.7 µM]	0.7	-2	0	10	-8
COc1ccc(S(=O)(=O)N2CCC(C(=O)NC3CC(C)(C)NC(C)(C)C3)CC2)cc1
→ 1	-4	-0.9	-2	-1	8	?
CCCCC(=O)Nc1ncc(Br)s1
→ /	-5	-4.3	17	-29	/	0
Cc1ccccc1S(=O)(=O)N1CC[C@@H]2[C@H]1c1cc(C#Cc3ccccc3)ccc1N[C@@H]2CO
→ -7	-3[16.7 µM]	0.8	6	11	-6	?
Cc1ccccc1S(=O)(=O)N1C[C@@H](O)COC[C@H]2O[C@@H](CC(=O)NCc3ccccc3Cl)CC[C@@H]21
→ -3	-6[16.7 µM]	-1.2	-3	2	9	-5
COc1ccccc1/C=C/C(=O)OCC(=O)NC1CCCCCC1
→ -1	/	-3.5	30	0	-5	-2
CC(C)(C)C(=O)COc1ccccc1[N+](=O)[O-]
→ -6	-1	-0.4	-2	2	19	7
C/C(NCCc1ccccc1)=C1/CCOC1=O
→ 6	-3	-2.5	-4	2	10	5
COc1ccc(CNc2ncnc3cc(OC)c(OC)cc23)cc1OC
→ /	/	-1.4	-2	-2	1	2
CCCCOC(=O)c1ccc(O)cc1
→ 1	2	2.7	5	-1	-31	-9
CCCCn1c(-c2ccccc2)nnc1-c1ccccc1
→ -3	2	/	/	/	2	/
CN1C(=O)c2cc(NC(=O)C3CCCCC3)ccc2OC[C@@H]2O[C@H](CC(=O)NCC3CCCCC3)CC[C@H]21
→ -5	/	1.6	-17	-10	7	-2
COc1ccc(C2=[N+]([O-])C(C)(C)C(c3ccccc3)=N2)cc1
→ 2	-7	2.0	1	-2	-1	-5
COc1ccc(N2C(=O)C3C(C2=O)C2C=CC3C23CC3)c(OC)c1 (configuration not stated)
→ 3	-4	/	/	/	-31	/
CSc1cccc(CN2CCN(CCC(C)C)C(CCO)C2)c1 (configuration not stated)
→ 5	3	1.5	/	3	-14	-2
FC(F)(F)c1ccccc1Cc1c(-c2cccc(Cl)c2)nc2ccc(Br)cn12
→ -13	-4	-0.8	-5	-114	-189	-4
O=C(/C=C/c1ccc(F)cc1)N1CCN(Cc2ccccc2)CC1
→ 3	-4	-1.2	-22	-35	-44	5
CC(C)(C)NC(=O)C(C1CC1)n1c(-c2ccccc2)nc2ccccc21 (configuration not stated)
→ -2	/	-1.5	20	-22	-5	-3
COCC(=O)N(C)C[C@@H]1Oc2cc(C#Cc3cccnc3)ccc2S(=O)(=O)N([C@@H](C)CO)C[C@@H]1C
→ /	-17[16.7 µM]	-0.8	29	-3	-1	-1
[N-]=[N+]=NC[C@H](Cc1ccccc1)N1CC[C@@H](OCc2ccccc2)CCC1=O
→ 7	-26	-2.0	/	-7	8	0
COc1ccc(N2CCN(c3ncnc4scc(-c5ccc(C)cc5)c34)CC2)cc1
→ -5	1	0.1	-1	41	12	3
Cc1cccc(N(CC(=O)NC2CCCC2)C(=O)CCC(=O)Nc2ccccn2)c1
→ 2	-2	1.1	-9	-2	16	-4
Cc1nn(CC(C)C)c2sc(C(=O)NC3CC(C)(C)NC(C)(C)C3)cc12
→ 17	/	2.9	4	8	-9	12
Cc1ccccc1NS(=O)(=O)c1ccc(C(=O)N2CCC2)cc1
→ 2	/	1.1	0	-1	/	3
C[C@@H]1CN([C@@H](C)CO)C(=O)CCCn2nncc2CO[C@H]1CN(C)C(=O)Nc1ccc2c(c1)OCO2
→ 0&-16	1	-4.1&-7.6&-1.9	5&5	-1&-9&-5	2&-12	?
CO[C@H]1CN(C)C(=O)c2ccc(NS(C)(=O)=O)cc2OC[C@@H](C)N(Cc2cccnc2)C[C@H]1C
→ -1	-1[16.7 µM]	1.3	18	10	/	1
O=P(CCO)(c1ccccc1)c1ccccc1
→ -16	/	-2.7	6	9	6	-3
COc1ccc2cc(CN(Cc3ccco3)C(=S)NCC3CCCO3)c(=O)[nH]c2c1 (configuration not stated)
→ 3	/	1.0	-7	-8	4	2
COc1ccc2c3c(n(C)c2c1)[C@@H](CO)N(Cc1cc(F)ccc1F)CC31CCN(C(=O)C2CC2)CC1
→ /	/	0.4	-11	10	29	7
CO[C@@H]1CN(C)C(=O)c2cc(NC(=O)C3CC3)ccc2OC[C@H](C)N(Cc2cccc(F)c2)C[C@@H]1C
→ -23	/	-3.4	-17	0	46	-11
COc1ccc(S(=O)(=O)N2CCOCC2)cc1NC(=O)CCOc1ccc(C(C)(C)C)cc1
→ -11	14	3.7	3	11	-6	2
COc1ccccc1NC(=S)N1CCC(NC(=O)NC23CC4CC(CC(C4)C2)C3)CC1
→ /	46	/	-12	/	/	-11
O=C(NC(=S)N1CCN(Cc2ccccc2)CC1)c1cccnc1
→ 7	-3	-0.5	10	10	-12	-4
O=C(Cc1ccc([N+](=O)[O-])cc1)NCc1cccnc1
→ -2	0	-0.2	/	13	-25	1

Next section
Each structure is followed by: FN deposit inh	miR122 inh	F508del corr	INS-1E GSIS act	EWS-Fli block	PAX8 inh HTS	DENV2 CPE rescue
COc1ccccc1N(CC(=O)N1CCC(C(N)=O)CC1)S(=O)(=O)c1ccccc1
→ -19	3	0.4	19	-5	-1	-4
CCC(=O)N(C)C[C@H]1Oc2ncc(C#CCc3ccccc3)cc2C(=O)N([C@H](C)CO)C[C@@H]1C
→ /	6[16.7 µM]	-0.4	-14	-1	/	-6
C[C@@H](NC(=O)[C@H]1[C@H](CO)[C@H]2Cn3c(cccc3=O)[C@H]2N1CC1CCCCC1)c1ccccc1
→ /	/	1.9	1	/	/	24*
CO[C@@H]1CN(C)C(=O)c2cc(NC(=O)c3cccc(F)c3)ccc2OC[C@@H](C)N(C(C)=O)C[C@@H]1C
→ -5	15[16.7 µM]	-0.5	12	-2	/	/
Cc1ccc(C(=O)OCCOc2cccc(Cl)c2)cc1S(=O)(=O)N1CCOCC1
→ /	1	5.2	18	3	14	2
CC(=O)Nc1ccc(CN(C)c2c(C)nc3ccc(C(=O)NCCCN4CCCC4=O)cn23)cc1
→ 7	1	3.1	1	-4	1	3
O=C1c2c(-c3ccc(Br)cc3)noc2CCN1Cc1cn(-c2ccc(Cl)cc2)nn1
→ -7	/	2.4	-4	12	0	-5
Cc1nc(Nc2ccccc2C)c2cnn(C)c2n1
→ -5	-5	-4.8	/	-9	-38	2
CN(C)c1ccc(/C=N/NC(=O)CNC(=O)/C=C/c2ccccc2)cc1
→ 4	/	0.4	-15	/	-9	8
O=C1NC(c2ccccc2Cl)=N/C1=C/c1ccco1
→ 10	/	0.0	-21	-77	-35	0
Cc1ccc(S(=O)(=O)N2CCC(=O)N(C(COCc3ccc(Cl)cc3Cl)Cc3ccccc3)CC2)cc1 (configuration not stated)
→ 7	-2	4.3	-15	21	4	5
CC(C)NC(=O)Nc1ccc2c(c1)C(=O)N([C@H](C)CO)C[C@H](C)[C@@H](CN(C)C(=O)Nc1ccc(F)cc1)OCCCC[C@@H](C)O2
→ -4	5[16.7 µM]	0.1	14	-2	0	-3
COc1cccc(NC(=O)N(C)C[C@@H]2Oc3ncc(C#Cc4ccc(F)cc4)cc3C(=O)N([C@@H](C)CO)C[C@H]2C)c1
→ -5	-5[16.7 µM]	1.2	-26	13	/	-9
C=CCn1c(C)cc(C(=O)CN2NS(=O)(=O)c3ccccc3C2=O)c1C
→ 4	/	3.2	-3	45	-55	-3
